EPAC1 ag: agonists of human EPAC1; O95398; EPAC1 agonist qHTS, biochemical assay; response scale: 100% = response to 6.5 mM cAMP; Potency, µM (titrated, usually from 154 µM), for the others: at the top dose activation, usual class: activators; 360,000 compounds, 0.073% hits; further: nearly all actives have a fitted effect of over 60% in size
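Read-out is the fluorescence drop as BODIPY-GDP leaves Rap1B (480 nm excitation, 540 nm emission), recorded every 5 minutes over 30 minutes. Reactions held 100 nM EPAC1, 250 nM Rap1B–BODIPY-GDP and 50 uM GDP, with 6.5 mM cAMP setting full activation.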
TDP-43 yeast inh: TDP-43 toxicity inhibition in yeast | TDP-43 expressing yeast growth rescue, BacTiter-Glo, 24 h | Potency, µM (titrated, usually from 46.1 µM), inactives show at the highest dose growth rescue (activation), actives largely listed as activators | 410,000 compounds, 1.8% hits; further: % of control where 0% means no effect; nearly all actives have a fitted effect of over 50% in size
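Yeast expressing TDP-43 (pregrown in raffinose, seeded at OD600=0.02 in galactose medium) exposed to compounds 24 hr at 30 deg C. Growth read by BacTiter-Glo luminescence; rescue of toxicity appears as increased signal.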
PTHR1 ag: PTHR1 (human) receptor agonism. 410,000 compounds, 0.075% hits. Potency, µM (doses to about 115 µM), inactives show top-dose activation, hits mostly activators. HEK293 GP2 PTHR1 cells, GloSensor cAMP luminescence, 1 h; further: nearly all actives have a fitted effect of over 55% in size; some results filed as inactive show a strong effect at the top dose; inactives centre near -15; many of its hits are not listed in these tables
Target sequence (Q03431 whole entry, looked up): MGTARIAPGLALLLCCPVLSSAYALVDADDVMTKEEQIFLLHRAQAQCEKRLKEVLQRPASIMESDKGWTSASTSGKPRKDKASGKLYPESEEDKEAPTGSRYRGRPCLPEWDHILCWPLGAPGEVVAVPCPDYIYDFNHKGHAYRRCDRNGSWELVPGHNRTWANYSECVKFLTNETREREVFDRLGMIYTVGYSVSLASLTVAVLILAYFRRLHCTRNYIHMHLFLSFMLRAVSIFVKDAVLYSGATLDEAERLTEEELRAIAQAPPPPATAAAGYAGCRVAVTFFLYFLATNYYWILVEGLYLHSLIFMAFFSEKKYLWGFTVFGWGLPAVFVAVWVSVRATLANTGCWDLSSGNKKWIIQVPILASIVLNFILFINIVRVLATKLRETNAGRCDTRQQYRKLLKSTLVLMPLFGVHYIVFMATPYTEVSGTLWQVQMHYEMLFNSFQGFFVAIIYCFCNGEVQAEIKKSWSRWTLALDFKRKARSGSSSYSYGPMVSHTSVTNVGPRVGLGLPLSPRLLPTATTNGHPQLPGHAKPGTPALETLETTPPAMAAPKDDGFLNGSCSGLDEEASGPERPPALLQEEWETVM
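HEK-293-derived GP2 cells expressing PTHR1 and a GloSensor cAMP reporter, 3,000/well, plated overnight, given luciferin plus IBMX (each 0.5 mM as added) for 1 h at 37 °C, then compound for 1 h at 37 °C. Luminescence was read after 15 min at room temperature.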
FUS suppressor: FUS proteinopathy suppression in yeast. S. cerevisiae FUS-expressing, growth rescue, OD600, 24 h. Potency, µM (top dose mostly 76.6 µM), without a hit: top-dose growth rescue (activation), hits mostly activators. 390,000 compounds, 0.24% hits;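 further: plate controls were DMSO vehicle for no effect and reference control for full effect; nearly all actives have a fitted effect of over 55% in size; some results filed as inactive show a strong effect at the top dose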
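Read-out: OD at 600 nm after 24hr at 30C, reporting rescue of FUS-induced yeast toxicity. Cells at OD 0.005 in galactose (2%) minimal medium; compounds tested in a dilution series; CP55940 titration from 92uM final as control.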
EPAC2 antagonist: antagonists of human EPAC2. 360,000 compounds, 0.18% hits. EPAC2 GEF exchange of Rap1B-BODIPY-GDP, fluorescence. Potency, µM (highest dose often 114 µM), without a hit: top-dose activity, negative = inhibition, most hits filed as inhibitors. Q8WZA2; further: on the % scale 0 is the no-effect control and ±100 the full control effect; nearly all actives have a fitted effect of over 45% in size; many of its hits are not listed in these tables
aSyn rescue: rescues yeast growth from alpha-synuclein toxicity; Yeast expressing alpha-synuclein, growth rescue, BacTiter-Glo, 24 h; Potency, µM (doses to about 46.1 µM), without a hit: top-dose growth rescue (activation), actives largely listed as activators; 370,000 compounds, 0.14% hits; further: % of control where 0% means no effect; nearly all actives have a fitted effect of over 65% in size
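Screening used galactose-induced yeast with toxic alpha-synuclein levels, exposed to compound for 24 hr at 30 deg C. Cell growth, read with BacTiter-Glo luminescence, gave the measured signal.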
EPAC1 antag: EPAC1 (human) antagonism; O95398; EPAC1 GEF assay, Rap1b-BODIPY-GDP exchange fluorescence; Potency, µM (highest dose often 115 µM), inactives show at the top dose activity change, negative = inhibition, hits mostly inhibitors; 360,000 compounds, 0.14% hits; AID 720709;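 further: plate controls were vehicle for no effect and positive control for full effect; nearly all actives have a fitted effect of over 50% in size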
EPAC2 agonist: activates human EPAC2 exchange factor | Potency, µM (series often up to 154 µM), for inactives: top-dose activation, most hits filed as activators | EPAC2 activation, biochemical qHTS; response scale: 100% = 6.5 mM cAMP response | 360,000 compounds, 0.079% hits | Q8WZA2 | AID 720711; further: nearly all actives have a fitted effect of over 50% in size
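Compounds were titrated in qHTS against a Rap1B-BODIPY-GDP (250 nM) complex with EPAC2 (100 nM) and GDP (50 uM). BODIPY-GDP release tracked at 480/540 nm over 30 min at room temperature, normalized to 6.5 mM cAMP.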
* = called active by the depositor; i = inactive; ? = inconclusive; · = not tested or not shown; & = joins results of further samples; [ ] = another dose, or the depositor's remark. The call rests on the fitted dose curve; in most records, active means well fitted curve in the direction sought with a large enough effect; inconclusive means small, poorly fitted or top-dose-only effect, or another doubt; inactive means no such curve, though single readings can be large; an effect the other way counts as inactive or inconclusive. Potency means the concentration at half of the fitted maximal effect. These rows are one share of the data, so the mix of outcomes need not match the whole.

Compound,EPAC2 agonist,TDP-43 yeast inh,aSyn rescue,PTHR1 ag,FUS suppressor,EPAC1 antag,EPAC1 ag,EPAC2 antagonist
O=C1NC(=O)c2c(Br)c(Br)c(Br)c(Br)c21,7.1%,1.3%,0.1%,-17.8%,-4.8%,-2.5%,5.3%,-1.3%
COc1ccccc1C(=O)COC(=O)c1cnc(C)cn1,-4.8%,9.6%,-5.6%,i,7.1%,-20.8%,-9.4%,-2.3%
O=C(O)c1cc(-c2cccnc2)nn1-c1ccccn1,3.2%,-1.2%,-4.8%,12.9%,?,10.4%,5.2%,13.4%
CCc1ccc(NC(=S)N(CCCN2CCN(C)CC2)Cc2cccs2)cc1,6.4%,-17.8%,-7.5%,i,22.8%,-15.9%,13.0%,0.9%
CC(Oc1ccc2c(-c3ccccc3)cc(=O)oc2c1)C(=O)N[C@H](Cc1c[nH]c2ccccc12)C(=O)O (stereo partly drawn),2.1%,17.4%,-0.6%,-15.8%,23.6%,-24.1%,-2.5%,?
COc1ccc(-c2cc3c(=O)n(CC(=O)NCc4ccccc4OC)ncn3n2)cc1,0.9%,6.7%,22.3%,i,-29.9%,-24.0%,1.2%,-8.3%
CCOc1ccc(NC(=O)c2cccc(NC(=O)c3ccccc3)c2)cc1,-6.5%,-11.9%,8.2%,-11.1%,25.6%,-4.3%,-6.2%,-3.8%
COc1ccc2c(c1)NC(c1cc(Cl)cc(Cl)c1O)c1cccn1-2 (stereo not drawn),12.3%,0.3%,0.9%,-12.1%,-11.7%,-12.7%,-3.8%,-4.0%
CC(=O)Nc1ccc(S(=O)(=O)N(C)CC(=O)OCC(=O)NC(C)C23CC4CC(CC(C4)C2)C3)cc1 (stereo not drawn),-8.2%,2.3%,3.5%,15.0%,·,3.2%,6.8%,-5.3%
COc1ccc(OC)c(N/C=C2/CCCCC2=O)c1,-0.8%,-20.6%,6.1%,-10.6%[57.5 µM],15.8%,7.0%,-1.2%,8.1%
Cn1c(N)c(C(=O)N2CCN(c3ccccc3)CC2)c(=O)n(C)c1=O,4.9%,26.9%,-10.5%,-1.7%,-11.0%,-1.7%,-2.6%,1.5%
CCC1(C(=O)OC)NC(c2ccco2)C2C(=O)N(c3ccc(F)cc3)C(=O)C21 (stereo not drawn),5.7%,7.4%,4.8%,i,-16.7%,9.9%,11.1%,5.0%
CC1CN(S(=O)(=O)c2ccccc2)C(C)N1C(=O)N1CCOCC1 (stereo not drawn),0.8%,3.6%,6.3%,-15.7%,17.6%,-1.2%,-4.7%,6.9%
COCCN(Cc1cc2ccc(C)cc2n2nnnc12)Cc1nnnn1C(C)(C)C,-0.5%,14.9%,4.7%,i,-2.8%,1.8%,0.1%,8.9%
COc1ccc(NC(=O)N(C)C[C@H]2Oc3ccc(NS(=O)(=O)c4ccc(OC)cc4)cc3C(=O)N([C@H](C)CO)C[C@@H]2C)cc1,6.5%,29.2%,-1.9%,-4.1%,11.9%,-1.0%,1.8%,-9.3%
Cc1ccnc(NC(=O)C2CCCN(S(=O)(=O)c3cnc[nH]3)C2)c1 (stereo not drawn),12.4%,12.8%,-0.6%,-24.7%,-12.4%,-1.9%,-15.8%,14.9%
COc1cccc(-c2nc(-c3cccs3)no2)c1,17.2%,-0.3%,2.4%,-21.8%,15.0%,1.9%,10.5%,4.9%
Cc1ccc(CNC(=O)C2CCCN(S(=O)(=O)N3CCC(C)CC3)C2)cc1 (stereo not drawn),-6.6%,8.5%,-1.0%,-1.3%,17.6%,-8.0%,-0.6%,5.5%
O=c1c2ccccc2n2cnnc2n1-c1ccccc1,6.1%,8.1%,4.6%,-23.5%[57.5 µM],3.7%,4.8%,-10.8%,-1.4%
COc1ccc(-c2noc(CN(C)CCC3CCCCO3)n2)cc1 (stereo not drawn),8.6%,0.0%,-3.8%,-22.1%,-2.1%,6.1%,-9.1%,4.8%
Clc1cccc(CNc2ccn3nc(-c4cccc(OCc5ccccc5)c4)cc3n2)c1,6.8%,0.0%,-4.0%,-14.8%,16.1%,-1.3%,1.1%,12.0%
CCc1nc2c(OCC(=O)C(C)(C)C)cccn2c1N(C)C(=O)Nc1ccccc1OC,13.2%,17.9%,-1.2%,i,-6.9%,-23.9%,-5.5%,6.1%
CCOCCCNC(=O)C(NC(=O)CNC(=O)c1ccccc1)c1ccccc1 (stereo not drawn),12.2%,-9.5%,-4.6%,i,2.6%,5.3%,-11.0%,-1.3%
CCOC(=O)c1ccc2c(c1)nc(SC/C(O)=C(\C#N)c1nc3ccccc3[nH]1)n2CC,-21.4%,-2.2%,-8.4%,i,24.4%,-22.0%,2.7%,-0.6%
CCc1nc(N2CCCCC2C)c2oc3ccccc3c2n1 (stereo not drawn),10.8%,-9.9%,3.6%,-24.4%,14.2%,-13.9%,-8.0%,-11.8%
COc1ccc(NC(=O)CS(=O)CC(=O)Nc2ccc(NC(C)=O)cc2)cc1 (stereo not drawn),-1.9%,-12.0%,0.7%,-3.9%,9.5%,7.8%,5.3%,7.5%
CCC(CC)C(=O)c1c[nH]c(C(=O)NCCCN2CCOCC2)c1,-1.2%,0.0%,-0.3%,i,·,1.8%,-10.3%,15.6%
COCCN(C(=O)CSCC(=O)Nc1cccc(C)c1)c1c(N)n(Cc2ccccc2)c(=O)[nH]c1=O,4.9%,19.8%,-4.3%,-12.0%,3.4%,-6.9%,-8.7%,3.2%
c1ccc2c(C[n+]3csc4ccccc43)cccc2c1,3.5%,-5.3%,8.4%,-20.3%[57.5 µM],?,-5.0%,4.5%,-2.8%
COc1ccc(N2CCN(C(=O)CCC(=O)N3Cc4ccccc4Oc4ncccc43)CC2)cc1,0.9%,-1.5%,2.8%,-60.2%[inhibitor],11.4%,-10.4%,10.1%,-14.7%
CC(=O)c1cccc(N2C(=NC(=O)C3CCCCC3)SC3CS(=O)(=O)CC32)c1 (stereo not drawn),-8.6%,5.9%,7.1%,-6.5%,?,1.1%,-6.0%,-3.0%
O=C(NC1CCCC1)c1ccc(CSc2nc3ccncc3n2Cc2ccc(F)cc2)cc1,4.2%,7.4%&21.6%,-1.5%,-22.5%&-19.6%,10.8%&9.6%,-0.8%,-1.5%,-14.1%
Nc1c2c(nc3sc4c(c13)CCCCC4)CCCCC2,-4.2%,6.3%,-0.5%,-13.8%,·,0.7%,-6.1%,3.7%
O=C1NC(=O)/C(=C/c2cc3c(cc2Br)OCO3)S1,-0.7%,-30.6%,-11.6%,-65.5%[inhibitor],31.8%,?,-0.6%,?
CC(C)c1ccc(NC(=O)NN2CCOCC2)cc1,-1.7%,-7.4%,-7.3%,-24.2%,?,-20.1%,-4.9%,10.1%
Cc1cccc(C)c1OCc1nnc(SCC(=O)NCc2ccccc2)o1,4.7%,6.6%,18.0%,0.7%[57.5 µM],15.7%,4.6%,5.0%,-5.5%
CC(C)C(=O)Nc1ccccc1-c1nc2ccccc2[nH]c1=O,2.7%,-10.1%,-6.2%,i,-4.0%,5.6%,8.4%,1.5%
O=c1c2ccccc2nc(SCc2nc(-c3ccccc3)no2)n1-c1ccc(F)cc1,3.0%,-14.5%,16.1%,-21.4%,17.1%,3.0%,0.2%,9.6%
CC1CCN(C(C)C(=O)Nc2cc(S(=O)(=O)N3CCCCC3)ccc2Cl)CC1 (stereo not drawn),2.3%,16.1%,-7.6%,-24.4%,·,12.9%,8.2%,2.2%
COc1cc(C(=O)NCC(=O)N/N=C/c2cccnc2)cc(OC)c1OC,-0.5%,-7.2%,-2.0%,i,-11.8%,-1.0%,10.8%,0.4%

Quoted at random: three records from the list.
Compound,EPAC2 agonist,TDP-43 yeast inh,aSyn rescue,PTHR1 ag,FUS suppressor,EPAC1 antag,EPAC1 ag,EPAC2 antagonist
CCC(CC)C(=O)c1c[nH]c(C(=O)NCCCN2CCOCC2)c1,-1.2%,0.0%,-0.3%,i,·,1.8%,-10.3%,15.6%
CC(Oc1ccc2c(-c3ccccc3)cc(=O)oc2c1)C(=O)N[C@H](Cc1c[nH]c2ccccc12)C(=O)O (stereo partly drawn),2.1%,17.4%,-0.6%,-15.8%,23.6%,-24.1%,-2.5%,?
CC(=O)c1cccc(N2C(=NC(=O)C3CCCCC3)SC3CS(=O)(=O)CC32)c1 (stereo not drawn),-8.6%,5.9%,7.1%,-6.5%,?,1.1%,-6.0%,-3.0%

(next part)
Compound,EPAC2 agonist,TDP-43 yeast inh,aSyn rescue,PTHR1 ag,FUS suppressor,EPAC1 antag,EPAC1 ag,EPAC2 antagonist
O=C(OC(C(=O)NCc1cccs1)c1ccccc1Cl)c1ccco1 (stereo not drawn),15.4%,-4.5%,20.0%,-15.5%,3.9%,4.8%,9.7%,0.6%
Cc1ccc(-c2nc(COC(=O)C3=NN(c4ccccc4)C(=O)CC3)cs2)cc1,12.6%,21.1%,-2.6%[1.84 µM],-42.6%[inhibitor],?,-0.5%,-9.9%,-12.0%
Cc1nc(NC(=O)CSc2nc3ccccc3s2)sc1C(=O)N(C)C,4.2%,6.7%,-2.9%,i,·,-17.3%,-5.2%,-3.3%
O=C(CNC(c1ccccc1)c1ccccc1)Nc1cc([N+](=O)[O-])ccc1Cl,8.2%,?,12.5%,-23.7%,18.0%,0.1%,8.5%,-0.4%
Oc1ccc(Oc2ccc3c(C(F)(F)F)cc(C(F)(F)F)nc3n2)cc1,-10.2%,?,16.2%,-25.7%,27.3%,-22.9%,-17.5%,-24.4%
COc1cccc(NC(=O)CSc2ccc(-c3sc(C)nc3C)nn2)c1,3.1%,13.5%,-7.6%,-41.0%[inhibitor],9.5%,-1.1%,-4.9%,-4.3%
CCNC(=O)c1cc2c(c(-c3cccc(-c4cccc(C(=O)N(C)C)c4)c3)n1)[C@@H](CCO)N(S(=O)C(C)(C)C)C2 (stereo partly drawn),2.1%,23.3%,-7.6%,-18.8%,?,-19.4%,-9.5%,12.8%
Cc1ccc(S(=O)(=O)N2[C@@H](c3ccc(F)cc3)C(C(=O)O)=CC[C@H]2c2ccc(C(C)C)cc2)cc1,-8.0%,11.1%,-64.7%[inhibitor],-68.0%[inhibitor],23.3%,?,-4.3%,?
O=C(c1ccccc1Oc1ccccc1)N1CCN(c2ccc(F)cc2)CC1,8.0%,11.1%,10.4%,-7.0%[57.5 µM],12.5%,-5.4%,9.6%,-5.9%
